Screening data deposited in PubChem by several laboratories.
HSP90 inh – HSP90 refolding inhibition in rabbit reticulocyte lysate; AID 1789; inhibition, % at 5.6 µM; hit rate 0.91% among 290,000; luciferase refolding luminescence, 3 h;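 active = inhibition above the screen-wide mean plus 3 SD, computed separately per campaign, cut at about 16% in these data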;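 note: 0% = DMSO wells and 100% = 60 µM geldanamycin wells; inhibitors lower the luminescence because luciferase stays unfolded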
KLF5 inh – inhibitors of KLF5 expression; DLD-1 KLF5 promoter-luciferase reporter, luminescence; inhibition, % at 5 µM; hit rate 0.23% among 290,000; AID 1700;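 active = inhibition above a per-plate limit of that plate's mean compound inhibition plus 3 SD, cut at about 60% in these data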;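 note: 0% = DMSO wells and 100% = LY294002 at 200 µM; higher means less KLF5 promoter-driven luciferase light; inactives centre near -14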
HSF1 inh – HSF1 inhibition; hit rate 0.77% among 300,000; activity change, negative = inhibition, % at 7.5 µM (by protocol); NIH3T3-HGL HSE-luciferase, MG132-induced, luminescence 8 h; stronger effect = lower value; AID 2098;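 active = more than half of replicate wells show activity change below -50%, luminescence cut by over half; inconclusive = some wells, but at most half, below -50%; inactive = no replicate well below -50%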;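 note: luciferase reports HSF-1 transcriptional activity via heat shock element; 0% = median of DMSO wells and -100% = zero luminescence signal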
aSyn 5UTR inh – MLPCN primary screen, SNCA 5' untranslated region | AID 1813 | inhibition, % (tested at 7.5 µM) | hit rate 0.82% among 300,000 | alpha-synuclein 5'UTR reporter, inhibitor activity; in the data active = inhibition above about 60%; inconclusive = no clear call, values can overlap the other calls;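 note: H4 neuroglioblastoma cells stably carrying SNCA 5'UTR luciferase fusion; 0% = DMSO wells and 100% = positive control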
HSF-1 act – increases HSF-1 driven luciferase reporter signal. hit rate 1.7% among 300,000. NIH3T3-HGL HSF-1 luciferase reporter, MG132, 8 h; 100% = twice DMSO control signal. activation, % at 9 µM. AID 504408;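 active = mean replicate activation of at least 50% with a set share of replicates each reaching 50%; inconclusive = only one of those two conditions met; inactive = mean below 50% and too few replicates reaching it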;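 note: 0% = median of the neutral control wells and 100% = twice that signal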
AI-2 QS modul – modulates the Vibrio harveyi AI-2 quorum sensing system; Vibrio harveyi JMH597 AI-2 luminescence/OD600 ratio, 9 h; stronger effect = lower value; strain lacks LuxN and CqsS sensors; 0 = neutral-control median; activity change, % at 7.5 µM; hit rate 0.4% among 300,000; AID 2094; in the data active = activity change below about -75%, passing the limit was not always enough; inconclusive = no clear call, values can overlap the other calls;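 note: luminescence divided by OD600 gain over 9 h not by final OD600 alone; inactives centre near 13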
Platelet DG rel – modulates dense granule release in human platelets. human platelet-rich plasma, SFLLRN dense granule ATP release, luminescence. inhibition, %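 (compounds screened at 7.5 µM in platelet-rich plasma)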. hit rate 0.22% among 300,000;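 active = mean replicate score, as percent of positive control, at or above 50; inconclusive = mean below 50 but at least one replicate at or above 50; inactive = mean and every replicate below 50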
HIF act – HIF pathway transcriptional activation. hit rate 0.32% among 300,000. U2OS HRE-luciferase reporter, luminescence; normalized: DMSO 0%, desferrioxamine 100%. activation, % at 7.5 µM (by protocol);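 active = mean activation of at least 10% of the iron chelator positive control signal, with at least half of replicates also reaching 10%; inconclusive = mean and replicate majority disagree about reaching 10%; inactive = mean and most replicates under 10%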
IEC-6 tox – IEC-6 cytotoxicity, counter-screen for KLF5 inhibitors; AID 1825; luminescence viability; hit rate 0.78% among 290,000; inhibition, % at 5 µM; in the data active = inhibition above about 22%;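 note: 0% = plate median of test compound wells and 100% = cytotoxic reference compound wells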
SKKanGAS inh – inhibitors of SKKanGAS S. pyogenes growth in kanamycin (SK-promoter or general growth effect). BacTiter-Glo, 6 h. inhibition, % at 7.5 µM. hit rate 1.3% among 300,000. AID 1662;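 active = mean replicate score, as percent of positive control median, at least 50; inconclusive = mean below 50 but one replicate at or above 50; inactive = mean and every replicate below 50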;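 note: strain carries kanamycin resistance gene driven by streptokinase promoter and grows in 40 µg/ml kanamycin; loss of luminescence reflects streptokinase promoter inhibition or plain growth inhibition; 0% = median of DMSO wells and 100% = positive control at its reference dose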
An asterisk follows results filed as active; ? = inconclusive; / = not tested or not shown.

Under each structure – HSP90 inh, KLF5 inh, HSF1 inh, aSyn 5UTR inh, HSF-1 act, AI-2 QS modul, Platelet DG rel, HIF act, IEC-6 tox, SKKanGAS inh
- CO/N=C/NC(=O)c1ccc([N+](=O)[O-])c(CS(=O)(=O)c2ccc(Cl)cc2)c1
    -4, -28, -2, 19, -28, 20, 4, 0.3, -8, 3
- Cc1ccc(C)c(N(CC(=O)NCc2ccco2)C(=O)CCC(=O)Nc2nccs2)c1
    -2, 2, 0, 15, 14, /, -4, -4.0, 7, -11
- COCC(C)n1c(C)cc(C(=O)CSc2nc(C)c(C)c(C)n2)c1C (stereo not given)
    5, -11, -2, 5, -1, 9, -2, -0.1, 2, -10
- COc1ccc(N/N=C(/Oc2ccc([N+](=O)[O-])cc2)C(C)=O)cc1
    0, -14, 8, 5, 18, -5, -13, 0.6, 2, 1
- CCOC(=O)CN1C(=O)C(=O)N(Cc2c(F)cccc2Cl)C1=O
    3, -9, -3, 14, -1, 0, 2, -0.9, -2, 3
- CCN(c1ccccc1)S(=O)(=O)c1cc(C(=O)Nc2ccc(Br)cc2)ccc1F
    1, 7, 8, 21, 23, -2, -3, -0.1, 2, 26
- O=c1[nH]c(C2CCCN(S(=O)(=O)c3ccccc3F)C2)nc2c1nnn2Cc1ccccc1Cl (stereo not given)
    3, -3, 4, 18, 6, /, 3, 2.1, 5, 24
- Cc1cccc(NCc2nc3ccccc3n2Cc2ccccc2)c1
    1, -6, 5, -41, 21, 30, -2, 0.8, 0, ?
- Cc1cccc(Cn2c(NCC(C)O)nc3c2c(=O)n(C)c(=O)n3C)c1 (stereo not given)
    0, -22, -5, -8, -15, 1, 8, -0.4, 2, 1
- Cn1cnnc1SCC(=O)NC1CCCCC1
    0, -3, 5, 10, 2, 11, -22, 0.3, 3, -5
- CCOc1ccc(CC(=O)NCCc2cnc[nH]2)cc1
    0, -18, -6, 5, -16, 8, 2, 3.4, 9, 0
- O=C1c2ccccc2C(=O)N1CC(O)COc1ccccc1Cl (stereo not given)
    -4, -103, 29, -12, 45, 2, 7, 0.3, -5, 1
- COC(=O)c1ccc(N(CC(=O)NC2CCCC2)C(=O)CNC(=O)c2ccco2)cc1
    -1, -18, -10, -3, -16, 25, 2, -1.3, -2, 1
- CCc1ccc(NC(=O)c2ccc(C3SCC(=O)N3CCc3ccccc3)cc2)cc1 (stereo not given)
    -2, -47, -3, 27, 22, 17, -5, -0.1, -3, 12
- CCCCN(C)CCC(=O)Nc1ccc(F)c(F)c1
    -2, -13, -3, -19, -2, 21, -3, -0.2, 0, 8

The list goes on:
Under each structure – HSP90 inh, KLF5 inh, HSF1 inh, aSyn 5UTR inh, HSF-1 act, AI-2 QS modul, Platelet DG rel, HIF act, IEC-6 tox, SKKanGAS inh
- CCn1cc(S(=O)(=O)c2ccccc2)c(=O)c2cc(F)c(N3CCN(C)CC3)cc21
    -3, -6, 3, 4, 4, 3, 8, 0.0, -3, -4
- CCOc1ccccc1Nc1ccc2nonc2c1[N+](=O)[O-]
    6, -18, 2, 8, -13, 7, 11, 0.1, 2, 0
- Cc1ccc(NC(=O)Nc2cnccn2)cc1Cl
    2, -38, -5, -74, 11, 5, 7, 0.5, -2, -5
- COc1ccc(-c2cc(-c3ccc(C)cc3)nc(SCc3nnc(-c4ccccc4)o3)c2C#N)cc1OC
    -3, 0, -2, 40, 7, 16, 0, 0.6, -8, -1
- Cc1ccc2c(c1C)NC(=O)CC(c1ccccc1O)=N2
    -7, -36, 10, -83, 19, 9, 3, 1.7, 4, 6
- C=CCn1c(-c2ccc(Cl)cc2)c[nH]c1=S
    -2, -4, 4, -13, 25, 6, 1, 1.8, 2, 3
- CCn1c(Cc2cccs2)nnc1SCC(=O)Nc1ccc(OC)c(OC)c1
    -2, 5, 5, 16, -13, 29, -2, 0.4, 1, -3
- CC1(C)Cc2c(C#N)c(SCC(=O)c3ccccc3)nc(N3CCOCC3)c2CS1
    4, 18, 14, 22, 19, 17, /, 0.0, 15, 16
- CC1CCN(C(=O)CSc2nncn2-c2ccccn2)CC1
    -2, 5, -3, -27, -1, 0, -1, -0.1, -2, 4
- O=C(CSC1=NS(=O)(=O)c2cc(F)ccc2N1)Nc1ccccc1
    /, /, -7, -16, -15, 22, -9, -0.1, /, 11
- Cc1ccccc1NC(=O)N1CCCC1C(=O)NCc1ccccc1 (stereo not given)
    -1, 10, -4, -14, -14, 14, -1, 0.6, -1, -9
- C/C(=N\NC(=O)c1ccc2c(c1)OCO2)c1ccc(NS(C)(=O)=O)cc1
    /, /, 1, -29, 18, 13, 13, 3.7, /, -2
- Oc1ccc(/C=N/n2cc(-c3ccccc3)[nH]c2=S)cc1
    0, -63, 11, -92, 16, 30, -10, 2.1, -3, 22
- CC1CCN(Cc2nnnn2CCCC(=O)NCCc2cnn(C)c2)CC1
    0, 11, -6, -8, -13, 11, -6, 67*, 2, -4
- CCc1cccc2c(/C=N/NC(=O)c3cccc(S(=O)(=O)Nc4ccccc4Cl)c3)c[nH]c12
    3, -23, -6, -6, -21, 17, 3, 0.2, -4, 43

(continued)
Under each structure – HSP90 inh, KLF5 inh, HSF1 inh, aSyn 5UTR inh, HSF-1 act, AI-2 QS modul, Platelet DG rel, HIF act, IEC-6 tox, SKKanGAS inh
- CN(CCCC(=O)Nc1ccccc1)S(=O)(=O)c1ccc(Cl)cc1
    -1, -19, 10, -6, 11, -6, -19, -0.5, -5, -4
- CCOc1c(OC)ccc2c3c(c(=O)oc12)CCCC3
    2, -36, -9, 24, -10, 6, 16, 0.3, -3, 1
- Cc1cc(NC(=O)c2cnn3cccnc23)nn1CC(=O)Nc1cccnc1
    -1, -45, 5, 12, 16, 17, 13, 0.2, 5, -7
- O=C(NCCc1ccccc1)c1ccc(NCC2CCCO2)c([N+](=O)[O-])c1 (stereo not given)
    0, -91, 15, -55, 9, 6, -4, 2.8, 2, -9
- COc1ccc2c(c1)c(=O)oc1c(C)c(OCC(=O)N3CCc4ccccc4C3)ccc12
    0, -14, 4, 10, -6, 27, -2, 1.4, 2, 14
- CC(C)C(=O)Nc1cc(-c2nc3ncccc3o2)ccc1Cl
    -2, -33, -2, -21, -5, 0, 1, -0.1, -7, 1
- N#Cc1nc(-c2ccco2)oc1N1CCC(C(N)=O)CC1
    1, -21, 0, -22, -18, 12, 5, -0.5, -2, 7
- CC1CCCN(c2c3c(nc4ccccc24)CCCC3)C1 (stereo not given)
    1, 3, 4, 22, -2, 0, -3, -2.4, 7, 1
- Cc1nnc(SCC(=O)Nc2nc(C(C)(C)C)cs2)s1
    9, -18, 14, -12, 12, 27, -6, -0.2, 2, -1
- COc1ccc(NC(=O)Cn2cnc3c(oc4nc5c(cc43)COC(C)(C)C5)c2=O)cc1
    1, 4, 5, -19, 14, 11, 13, 0.2, 0, 1
- CCCCCCC1(C)NC(=S)N(c2ccccc2)N1 (stereo not given)
    8, -4, -1, -31, -9, 2, 6, -0.2, 0, 4
- Cc1nc(SCc2ccc(Cl)c(Cl)c2)n[nH]1
    -3, -66, 12, -27, 20, -60, -7, 0.1, 5, 3
- S=C(NCC1CCCO1)Nc1cc(Cl)c(Cl)cc1Cl (stereo not given)
    4, -21, 13, -54, 19, 91, -1, -0.4, 4, -8
- COc1ccc(-c2cc(C(=O)N(C)Cc3cccc(OC)c3OC)c3ccccc3n2)cc1OC
    -1, -2, -2, 15, 3, 23, 3, 0.1, -1, 25
- CC1(C)Cc2cccc(OCC(=O)NC3CC3)c2O1
    7, -6, 0, 17, 12, 19, 1, -0.2, 1, -3

Continuation:
Under each structure – HSP90 inh, KLF5 inh, HSF1 inh, aSyn 5UTR inh, HSF-1 act, AI-2 QS modul, Platelet DG rel, HIF act, IEC-6 tox, SKKanGAS inh
- CCc1nc2c(oc3ccccc32)c(=O)[nH]1
    -3, -10, 13, -38, 22, 22, 2, 0.8, 4, -6
- CCOC(=O)C1(Cc2cccc(F)c2)CCN(C(=O)c2cnccn2)CC1
    2, -17, 2, -4, 12, 15, -5, -0.3, 0, 6
- COc1cc(C(CCN2CCCC(C)C2)c2c(OC)cc(OC)c3c2OC(=O)CC3c2ccc(N(C)C)cc2)cc(OC)c1OC (stereo not given)
    /, /, 12, 24, -4, -6, 1, -0.2, /, -2
- O=S(=O)(NCC1CCCO1)c1cccc2nsnc12 (stereo not given)
    1, -32, -3, 14, 10, 16, 0, 0.5, 4, -9
- CCN1C(=O)C(CC(=O)Nc2ccc(OC)cc2)N(CCCN2CCN(c3ccc(F)cc3)CC2)C1=S (stereo not given)
    2, 13, -5, 17, -6, 25, 10, -0.5, 3, -4
- O=C(COC(=O)COc1ccc(Cl)cc1)Nc1ccc(N2CCOCC2)cc1
    3, 6, -4, -5, -3, 15, 1, -0.8, 2, -2
- COc1cc2c(cc1OC)[C@@H]1Cc3ccc(OC)c(OC)c3CN1CC2
    -1, -20, -10, 3, -22, 19, -1, -0.5, 5, -4
- O=[N+]([O-])c1ccc(N2CCN(CC3CCCCC3)CC2)cc1
    4, -8, -1, 16, -4, 37, -3, -0.7, 3, 3
- Cc1nc2ccn(Cc3ccccc3)c(=O)c2cc1C(=O)N1CCN(c2ccccc2)CC1
    -2, -15, 18, 3, 37, 6, -6, -0.2, -2, 2
- O=C(Nc1cc(Sc2nc3ccccc3s2)cc([N+](=O)[O-])c1)c1ccccc1F
    -3, -23, -4, -4, 15, 31, 1, -30, 0, 8

Sorted by length of the SMILES (ascending): some entries from above.
Under each structure – HSP90 inh, KLF5 inh, HSF1 inh, aSyn 5UTR inh, HSF-1 act, AI-2 QS modul, Platelet DG rel, HIF act, IEC-6 tox, SKKanGAS inh
- O=S(=O)(NCC1CCCO1)c1cccc2nsnc12 (stereo not given)
    1, -32, -3, 14, 10, 16, 0, 0.5, 4, -9
- CCOC(=O)C1(Cc2cccc(F)c2)CCN(C(=O)c2cnccn2)CC1
    2, -17, 2, -4, 12, 15, -5, -0.3, 0, 6
- Cc1nc2ccn(Cc3ccccc3)c(=O)c2cc1C(=O)N1CCN(c2ccccc2)CC1
    -2, -15, 18, 3, 37, 6, -6, -0.2, -2, 2
- CCN1C(=O)C(CC(=O)Nc2ccc(OC)cc2)N(CCCN2CCN(c3ccc(F)cc3)CC2)C1=S (stereo not given)
    2, 13, -5, 17, -6, 25, 10, -0.5, 3, -4
